# NCF1 inh – blocks human p47phox regulatory protein of NADPH oxidases. inhibition, % at 24.7 µM. p47phox/p22phox peptide binding, fluorescence polarization, 2 h. AID 1274. hit rate 0.53% among 220,000;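 active = inhibition above about 30%, limit read from the data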;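 also: 0% = p47phox with labelled peptide and 100% = labelled peptide alone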
# Target sequence (P14598 whole entry, looked up): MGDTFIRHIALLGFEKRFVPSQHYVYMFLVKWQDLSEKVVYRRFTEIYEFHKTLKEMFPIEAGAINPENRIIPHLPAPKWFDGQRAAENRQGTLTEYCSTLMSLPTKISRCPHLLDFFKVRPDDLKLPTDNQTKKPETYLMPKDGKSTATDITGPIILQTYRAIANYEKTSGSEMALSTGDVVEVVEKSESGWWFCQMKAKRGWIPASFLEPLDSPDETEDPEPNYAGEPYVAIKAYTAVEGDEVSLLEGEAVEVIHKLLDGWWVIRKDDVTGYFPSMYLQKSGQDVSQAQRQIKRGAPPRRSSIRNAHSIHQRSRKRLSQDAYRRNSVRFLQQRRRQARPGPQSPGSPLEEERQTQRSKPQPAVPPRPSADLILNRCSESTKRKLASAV
# TbHK1 inh – blocks Trypanosoma brucei hexokinase 1 activity; recombinant TbHK1, G6PDH-coupled NADH A340; inhibition, % at 10 µM; hit rate 0.11% among 220,000; AID 1430;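 active = inhibition of 50% or more in the single-dose primary screen; inactive = inhibition below 50%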
# Furin inh – blocks human furin protease activity. AID 463115. hit rate 0.061% among 220,000. purified furin, fluorogenic substrate cleavage. inhibition, % at 30 µM; in the data active = inhibition above about 25%; also: inactives centre near -15
# Target sequence (P09958 108-714 limits assumed): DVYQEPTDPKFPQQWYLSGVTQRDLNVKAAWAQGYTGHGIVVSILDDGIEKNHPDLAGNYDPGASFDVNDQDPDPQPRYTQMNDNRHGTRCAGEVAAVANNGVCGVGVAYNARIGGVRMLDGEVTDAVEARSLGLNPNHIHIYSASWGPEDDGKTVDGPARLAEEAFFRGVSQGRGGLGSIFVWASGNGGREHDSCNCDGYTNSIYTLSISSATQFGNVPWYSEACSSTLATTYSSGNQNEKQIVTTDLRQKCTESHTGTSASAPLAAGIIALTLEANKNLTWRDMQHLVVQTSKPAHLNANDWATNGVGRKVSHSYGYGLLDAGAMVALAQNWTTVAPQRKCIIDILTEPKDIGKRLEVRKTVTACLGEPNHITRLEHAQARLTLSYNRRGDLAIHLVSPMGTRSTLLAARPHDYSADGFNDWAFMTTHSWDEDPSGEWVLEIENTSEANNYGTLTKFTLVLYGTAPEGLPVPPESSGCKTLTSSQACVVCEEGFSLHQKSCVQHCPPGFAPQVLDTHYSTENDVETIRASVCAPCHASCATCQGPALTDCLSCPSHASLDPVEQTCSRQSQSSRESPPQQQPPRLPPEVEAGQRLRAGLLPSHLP
# p97 ATPase inh – blocks human p97 ATPase activity | recombinant p97 ATPase, Kinase-Glo ATP luminescence, 3 h | inhibition, % at 8 µM | hit rate 0.42% among 220,000 | AID 1481; in the data active = inhibition above about 15%;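 also: 0% = DMSO vehicle and 100% = wells lacking enzyme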
# RBBP9 inh – human RBBP9 hydrolase inhibition | O75884 | AID 1515 | recombinant RBBP9, FP-Rh probe fluorescence polarization | hit rate 0.2% among 220,000 | inhibition, % at 7.94 µM;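 active = inhibition above the campaign mean of all tested compounds plus 3 SD, cut at about 14% in these data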;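 also: plate controls were DMSO wells with RBBP9 for no effect and wells lacking RBBP9 protein for full effect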
#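 Assay system: recombinant human RBBP9; Reagent: Serine-hydrolase probe FP-Rh, 375 nM pre-mixing; Doses: 7.94 µM single dose, 0.794% DMSO; Incubation: 30 min then 45 min, 25 °C; Detection: fluorescence polarization (mP), excitation 525 nm, emission 598 nm; Evaluation: percent inhibition from mP, scaled between DMSO and no-protein wells.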
# BaF3 parental – reduces parental Ba/F3 cell viability, JAK2V617F counter-screen; inhibition, % at 5.6 µM; hit rate 1.1% among 220,000; CellTiter-Glo ATP luminescence;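 active = inhibition above a per-campaign cutoff, the mean inhibition of all tested compounds plus 3 SD, cut at about 27% in these data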;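 also: 0% = DMSO wells and 100% = JAK Inhibitor I control wells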
# EP2 antag – EP2 receptor (human) inhibition; P43116; AID 1422; C6 glioma cells expressing human EP2, cAMP TR-FRET; cells stimulated with saturating PGE2; inhibition, % at 25 µM; hit rate 0.52% among 260,000;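 active = percent inhibition above 40 after rounding to a whole number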;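 also: rat C6 glioma host cells with rolipram phosphodiesterase inhibitor present; the protocol text gives 20 µM as final concentration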
# Ba/F3 V617F tox – lowers viability of Ba/F3 cells expressing EpoR and JAK2V617F. ATP luminescence. inhibition, % at 5.6 µM. hit rate 1.1% among 220,000. AID 1446;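 active = inhibition above the campaign mean plus 3 SD over all tested compounds, cut at about 24% in these data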;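 also: cytokine-independent growth of Ba/F3 cells driven by EpoR plus mutant JAK2; 0% = DMSO-treated cells and 100% = JAK inhibitor I control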
# PPC-1+TRAIL kill – PPC-1 cancer cell killing with TRAIL present; cell killing (% activity), % at 4 µM; AID 1443; hit rate 0.41% among 220,000; PPC-1 cells + TRAIL, ATPLite viability luminescence;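 active = cell killing above 50% in the first pass at 4 µM, then a duplicate retest at 5 µM averaging 50% or more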;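 also: plate controls were cells with TRAIL plus DMSO for no effect and medium-only wells lacking cells for full effect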
# Starred values were filed as active, the others as inactive; . = not tested or not shown; [ ] = another dose, or the depositor's remark. Not all compounds are listed; rates above refer to the full screens.
SMILES	NCF1 inh	BaF3 parental	TbHK1 inh	p97 ATPase inh	RBBP9 inh	Ba/F3 V617F tox	EP2 antag	PPC-1+TRAIL kill	Furin inh
Oc1ccc(Br)cc1C=Nc1ccc(Cl)cc1	-4	2	2	5	-9	-3	6	17	-21
COCCC(=O)Nc1ccc2c(c1)CN(C(=O)CCSC)CC2	-6	8	-7	5	2	2	8	-10	-21
O=C(/C=C/c1ccccc1)Nc1cccc(S(=O)(=O)Nc2ccccc2F)c1	-22	6	26	2	-12	2	14	21	-6
CC1(C)C2([N+](=O)[O-])CN3CC1([N+](=O)[O-])CN(C2)C3c1ccc(O)c(O)c1 (stereo not given)	3	1	5	1	-4	12	10	10	-23
CC(C)=NOC(=O)c1c(C)noc1-c1snnc1C	-6	-2	0	1	18*	-2	2	8	-20
CC1=Nc2cc(Cl)ccc2Oc2ccccc21	-6	4	-1	1	1	1	7	3	-10
Cc1cc2c(cc(C(=O)OCC(=O)NCc3cccs3)n2C(C)C)o1	-1	18	3	-2	0	37*	-1	18	-23[20 µM]
COc1ccc(OCC(=O)NNC(=O)c2c(-c3ccccc3Cl)noc2C)cc1	-11	-3	5	-2	-8	-2	17	6	-15
O=C(Nc1nc(-c2cccc3ccccc23)cs1)c1cnccn1	-6	8	2	6	0	0	5	11	-11
COP(=O)(/C=C/c1ccccc1)C(O)c1ccc(F)cc1 (stereo not given)	5	7	4	-1	-3	2	5	-24	-16
COc1nc(-c2ccc(Cl)cc2)ccc1-c1noc(-c2ccncc2)n1	.	5	1	1	-2	0	.	.	-24[20 µM]
COc1ccc(NC(=S)Nc2ccc3snnc3c2)cc1	-59	3	4	0	-2	1	2	11	-2
COc1ccc(C(=O)COC(=O)CSCc2c(C)noc2C)cc1OC	3	1	25	-7	-13	5	4	17	-14
O=C(O)c1cc(N/N=C/C(Cl)=C/c2ccccc2)ccc1Cl	-6	7	-2	3	-1	2	11	16	-25
CCN(CC)C(=O)C12C(=O)Oc3ccccc3C1C2(C)C(=O)c1ccc(F)cc1 (stereo not given)	1	0	-4	0	-7	-3	9	-5	-26
CCCCn1c(-c2csc3c2CCC(C)C3)n[nH]c1=S (stereo not given)	-12	4	9	1	-8	-3	5	-1	-7[20 µM]
Cc1nc2ccccc2c(=O)n1NC(=O)c1ccccc1[N+](=O)[O-]	1	0	1	1	2	-3	5	-4	-21
S=C(NNc1ccnc2cc(Cl)ccc12)Nc1ccccc1Cl	-22	3	-8	3	-12	-2	6	39	-9
Cc1noc(C)c1COC(=O)CCCc1nc2ccccc2s1	-4	-1	1	-4	-4	-1	9	2	-10
Cc1cccc(C)c1NC(=O)C1CCCN1C(=O)OC(C)(C)C (stereo not given)	-5	4	3	-1	-5	0	5	-9	-12
COc1ccc(-c2csc(N3CCC(c4ccccc4)CC3)n2)cc1	-3	-3	2	-3	-10	-3	6	15	-9
O=C(CCC1CCCC1)NCc1ccccn1	-14	6	5	-2	-4	7	11	-11	-10
O=C(CSc1nc2ccccc2[nH]1)Nc1ccc(F)cc1	-10	1	-1	-3	-5	-5	9	22	-15
COc1cc(NC(=O)c2ccc(NS(=O)(=O)c3c(C)noc3C)cc2)cc(OC)c1	-5	5	-3	0	8	0	24	1	-7
O=C(NCc1ccccc1)C(=O)NCC1OCCN1S(=O)(=O)c1ccc2c(c1)OCCO2 (stereo not given)	-19	6	-4	1	-10	-1	5	12	1
COc1ccccc1CCc1nnc(CCC(=O)NC(C)Cc2ccsc2)o1 (stereo not given)	-1	-1	-5	-1	-1	-3	3	14	-23
CN1C(=O)NC2C1N(S(C)(=O)=O)CCN2S(C)(=O)=O (stereo not given)	-9	5	1	0	-9	2	12	9	-14
CCCNC(=O)Nc1ccc(F)c(Cl)c1	-2	2	1	4	-5	-1	10	18	-26
CCN(CC)c1ccc(/C=N/NC(=O)c2c(Cl)c(C)nn2C)cc1	4	2	-14	2	-6	-4	5	-23	-19
COc1ccc(-c2nc(-c3cccc([N+](=O)[O-])c3O)cc(=O)o2)cc1OC	-12	10	-20	0	-4	3	6	34	-6
COc1ccccc1N1CCN(C(c2ccc(F)cc2)c2nnnn2C(C)C)CC1 (stereo not given)	-1	-1	-4	2	-2	-4	8	-5	-1
Clc1ccccc1CNc1ncnc2nc[nH]c12	-1	2	0	-2	-6	-3	17	13	-29
Fc1ccccc1CSc1ncnc2sc3c(c12)CCCC3	-15	0	23	3	-4	-2	7	2	-16
CSc1nnc2c3ccccc3n(Cc3ccccc3)c2n1	2	4	-3	-5	-2	7	14	13	3[20 µM]
COC(=O)CC/C(O)=C1\C(=O)CC(C)(C)CC1=Nc1ccccc1OC	-2	3	-20	-1	8	-2	11	10	-14[20 µM]
COc1cccc(CN2CCNC(=O)C2CC(=O)NCCn2ccc3ccccc32)c1OC (stereo not given)	-7	2	-10	4	-3	-3	3	1	-13
CC(C)OC(=O)CCCCCN1C(=O)CSC1=S	-50	2	9	0	-21	-6	10	3	-9[20 µM]
O=C(NCc1nc2ccccc2[nH]1)c1ccco1	-2	4	1	1	-8	0	13	-17	-21[20 µM]
CC1CC(C)(C)NC(=S)N1CCCC(=O)NCc1ccccc1 (stereo not given)	3	6	-4	1	6	3	12	15	-20
COc1ccc(N2CCN(C(=O)CSc3ccccc3N)CC2)cc1	6	3	-3	4	-1	-4	4	12	-21[20 µM]
COC(=O)C1CCCN1C(C(=O)NC1CCCCC1)c1ccc(Cl)cc1 (stereo not given)	-1	9	2	5	-4	-2	11	-7	-13
O=C(c1cccnc1)N(Cc1ccccc1)C1(C(=O)Nc2ccccc2)CCCCC1	-1	-1	-4	-2	-4	-4	9	4	-25
CCC(Nc1nc(-c2ccccc2)nc2ccccc12)C(=O)O (stereo not given)	-2	6	-16	1	7	1	-3	-2	-4[20 µM]
Cc1ccc(CC(=O)Nc2cc([N+](=O)[O-])ccc2F)cc1	0	4	-2	0	-8	-3	6	.	-15
CCOC(=O)C(=CNc1ccc(C#N)cc1)C(=O)OCC	-13	-3	-39	5	3	-2	2	22	-3
Cc1cc2ncn(N)c2cc1C	-9	2	-6	1	-7	1	7	18	-18[20 µM]
COc1ccc(-c2cc(-c3ccccc3)n[nH]2)c(O)c1	-7	11	3	-3	-5	5	9	8	-11
O=C(NC(NC(=O)c1ccccc1)c1ccccc1)c1ccccc1	-10	6	9	-5	-5	2	19	19	-10[20 µM]
Cc1c(NC2=CC(=O)CC(C)(C)C2)c(=O)n(-c2ccccc2)n1C	3	1	2	2	-4	-2	1	11	5
S=C(Nc1ccccc1)Nc1nc2ccccc2n1CCOc1ccc(Cl)cc1	-1	3	-22	4	-2	-3	9	3	4
Cc1ccc(S(=O)(=O)NC2=NCN(C3CCN(Cc4ccccc4)CC3)CN2)cc1	8	1	6	1	4	-5	9	5	-16
O=C(NCCN1C(=O)S/C(=C\c2ccccc2F)C1=O)C1CCCN1C(=O)c1cccs1 (stereo not given)	-3	1	-26	2	-4	-3	9	-10	4
Cc1cc(OCC(=O)N(C)c2ccccc2)cc2c1C(=O)CC(C)(C)O2	-4	-2	-6	7	-1	-5	13	-12	-19
Cc1cccc(CCNC(=O)C2CCC(CNc3c(N4CCCC4)c(=O)c3=O)CC2)c1 (stereo not given)	-12	.	-2	.	.	.	8	34	-20
Cc1ccc(N2CCN(S(=O)(=O)N3CCOCC3)CC2)cc1C	-3	4	-2	-7	-2	5	4	6	-12
CS(=O)(=O)NCCNc1ncc(C(F)(F)F)cc1Cl	-5	5	4	1	-4	2	5	-4	-13
N#CC1=C(SCC(=O)Nc2ccccc2)NC(=O)CC1c1ccc(O)cc1 (stereo not given)	-9	11	1	3	-5	-1	17	-4	-27
COc1ccc(SC[C@H](Cc2ccccc2)N2CCN(CCc3ccccc3)CCC2=O)cc1	-31	.	3	.	.	.	6	15	-23
CCOC(=O)N1CCN(c2nc(C(F)(F)F)nc3c(C)cc(C)cc23)CC1	-23	5	-5	-1	3	1	8	14	-6[20 µM]
O=C(CNC(=S)N(CCCN1CCOCC1)Cc1cccs1)NCCN1CCOCC1	-18	9	-3	0	-5	2	10	12	-21

# Looked up one by one from the list above:
SMILES	NCF1 inh	BaF3 parental	TbHK1 inh	p97 ATPase inh	RBBP9 inh	Ba/F3 V617F tox	EP2 antag	PPC-1+TRAIL kill	Furin inh
COc1cccc(CN2CCNC(=O)C2CC(=O)NCCn2ccc3ccccc32)c1OC (stereo not given)	-7	2	-10	4	-3	-3	3	1	-13
Clc1ccccc1CNc1ncnc2nc[nH]c12	-1	2	0	-2	-6	-3	17	13	-29

# More results follow:
SMILES	NCF1 inh	BaF3 parental	TbHK1 inh	p97 ATPase inh	RBBP9 inh	Ba/F3 V617F tox	EP2 antag	PPC-1+TRAIL kill	Furin inh
C/C=C/c1ccc(OCCCNC2CCCC2)c(OC)c1	-5	1	3	1	-9	-3	25	34	-23[20 µM]
OCCN1CCN(c2cc(-c3ccccc3)c3ccccc3n2)CC1	-14	2	-1	-5	-1	-3	6	27	-11
Cc1cc(=O)[nH]c(N/N=C/c2c(C)nn(-c3ccccc3)c2C)n1	-10	1	-8	4	-9	-1	3	20	-12
CC(CCc1ccccc1)NC(=S)NC1CCCCC1 (stereo not given)	-5	0	-2	-1	1	-3	7	-6	-11
C=CCn1c(SCc2ccc(C#N)cc2)nnc1-c1ccc(C)cc1	-5	3	3	-5	-10	0	5	0	-16[20 µM]
Nn1c(SCc2ccccn2)nncc1=O	3	4	-7	5	-2	-2	10	-12	-12
Cn1c(=O)c2c(nc(OCC3COC(C)(C)O3)n2Cc2ccccc2F)n(C)c1=O (stereo not given)	-5	9	2	-1	-2	4	24	12	-12
O=[N+]([O-])c1ccc(S(=O)(=O)NCCc2cn3ccccc3n2)cc1	-2	4	-3	2	-7	-2	10	-4	-17
CN(C)c1ccc(-c2noc(-c3ccccc3O)n2)cc1	-9	1	-24	-4	-6	0	11	33	-24
CCCSc1nnc(Nc2ccccc2C)s1	-17	1	4	-3	-2	-1	23	17	-19[20 µM]
CCOc1ccccc1NC(=O)Cc1coc2ccc(C)cc12	-6	7	1	-2	4	1	5	4	-23
N#C/C(=C\c1c(Cl)cccc1Cl)c1nn(-c2ccccc2)c(-n2cccc2)c1C#N	-21	3	-14	3	-5	-2	9	9	-21
CCC(C)NCCOCCOc1ccc(C)cc1Br (stereo not given)	4	6	11	2	4	5	3	22	-15
C=CCOc1ccc(/C=N/NC(=O)C(C)Sc2ccccn2)cc1OCC (stereo not given)	-6	9	-9	1	-3	1	7	8	-22
Cc1cc(C)c(S(=O)(=O)c2ccccc2Cl)c(Cl)n1	-6	3	7	-6	-12	1	4	19	-1
COc1ccccc1OCc1cc(-c2ccccc2)no1	-2	5	12	-5	-8	2	8	0	-11
O=C1NN(c2ccccc2)C(=O)/C1=C/c1ccc(Sc2cccc3ccccc23)o1	2	4	-3	5	1	-5	19	26	-12
c1ccc(-n2ncc3c(N4CCC5(CC4)OCCO5)ncnc32)cc1	-7	2	-10	1	-9	-2	.	7	-19[20 µM]
Cc1cc(C(=O)OCC(=O)N2CC(=O)Nc3ccccc32)c(C)n1-c1ccc(F)cc1	-31	1	9	0	-8	-1	7	9	-4
COc1ccc(N2CCN(c3oc(Cc4ccccc4)nc3C#N)CC2)cc1	1	2	0	-3	0	-2	4	-3	-1[20 µM]

# High-throughput results from PubChem.
